High-throughput results: PubChem, several laboratories
STK33 kinase inh: inhibitors of human STK33 kinase | Q9BYT3 | purified STK33, MBP phosphorylation, ADP-Glo luminescence | inhibition, % at 10 µM | 320,000 tested, 0.073% active | AID 2661;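 active = inhibition at or above 25%, using the most active replicate where run in duplicate; inactive = inhibition below 25%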
Kir21 block: Kir2.1 (mouse) channel inhibition; B-score at 10 µM; HEK293-Kir2.1, FluxOR thallium flux fluorescence; stronger effect = lower value; P35561; 310,000 tested, 0.85% active;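 active = fluorescence ratio B-score at or below minus 3 SD of library scores, with starting-brightness B-score within 2 SD, cut at about -4.2 in these data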;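 note: channel flux triggered by added potassium and thallium sulfate stimulus; B-score of peak minus minimum fluorescence over baseline after thallium stimulus; more negative B-score means stronger Kir2.1 block with less thallium influx; some compounds called inactive have numbers as strong as hits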
KCNQ2 block: KCNQ2 channel blockers in CHO-K1 cells – cell-based, FluxOR thallium flux, B-score, primary screen (AID 2156); 20 min; stronger effect = lower value; B-score at 10 µM; 310,000 tested, 1.1% active;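 active = fluorescence ratio B-score at most minus 3 library SDs, with starting brightness B-score within 2 library SDs, cut at about -5.5 in these data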
Target sequence (O88943 whole entry, looked up): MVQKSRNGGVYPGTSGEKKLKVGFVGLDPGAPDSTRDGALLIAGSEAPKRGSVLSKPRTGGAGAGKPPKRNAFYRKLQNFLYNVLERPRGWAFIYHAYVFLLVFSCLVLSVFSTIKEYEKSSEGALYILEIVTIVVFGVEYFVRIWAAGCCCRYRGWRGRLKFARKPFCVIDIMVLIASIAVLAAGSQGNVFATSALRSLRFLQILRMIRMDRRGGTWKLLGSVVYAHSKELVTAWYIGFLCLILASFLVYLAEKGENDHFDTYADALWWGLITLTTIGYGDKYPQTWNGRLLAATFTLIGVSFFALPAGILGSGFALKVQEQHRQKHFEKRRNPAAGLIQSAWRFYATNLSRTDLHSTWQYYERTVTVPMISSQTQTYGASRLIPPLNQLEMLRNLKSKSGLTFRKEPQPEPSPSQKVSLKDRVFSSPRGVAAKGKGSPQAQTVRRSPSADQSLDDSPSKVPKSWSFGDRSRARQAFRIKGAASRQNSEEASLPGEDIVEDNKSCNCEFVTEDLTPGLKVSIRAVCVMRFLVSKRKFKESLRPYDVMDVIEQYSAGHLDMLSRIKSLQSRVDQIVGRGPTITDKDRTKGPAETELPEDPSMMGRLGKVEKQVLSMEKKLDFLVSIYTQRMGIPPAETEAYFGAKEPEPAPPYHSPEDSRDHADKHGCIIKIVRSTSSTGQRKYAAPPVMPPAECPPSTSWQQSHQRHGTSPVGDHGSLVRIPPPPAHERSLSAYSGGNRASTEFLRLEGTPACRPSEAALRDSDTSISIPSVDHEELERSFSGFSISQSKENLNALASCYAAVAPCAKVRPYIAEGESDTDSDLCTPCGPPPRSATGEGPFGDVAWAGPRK
Numbers without * were called inactive; i = inactive; · = no result given.

SMILES	STK33 kinase inh	Kir21 block	KCNQ2 block
O=c1cc(O)c2sc(Nc3ccc(F)c(Cl)c3)nc2[nH]1	-0.1	1.3	i
CC1=CC(C)(C(Cl)Cl)C(C)=CC1=O (stereo not given)	-0.2	1.2	i
Cc1ccc(CNC(=O)CN(C2CCCCC2)S(C)(=O)=O)cc1	-3.7	0.06	i
CN1c2ccccc2C(C)(C)C12C=Nc1c(cc(N3CCOCC3)c3ccccc13)O2 (stereo not given)	·	-0.07	i
CC(OC(=O)C1CC1)C(=O)Nc1cc(C(F)(F)F)ccc1Cl (stereo not given)	-2.3	-0.9	i
CCC1=C(OC(=O)N(CC)CC)N2C(=O)OC(=NCC3CC3)[C@]2(Cc2ccccc2)[C@H]2C1=CC[C@H]1C(=O)N(CC(=O)OC)C(=O)[C@H]12	-1.7	-0.01	i
Cc1ccc([N+](=O)[O-])c(OCCCN2CCC(Cc3ccccc3)CC2)c1	-0.7	-9.9*	i
COCCN(C(=S)Nc1ccc(OC)c(Cl)c1)C1CCN(C(C)C)CC1	-1.0	0.03	i
Cc1oc2ccc(OCc3ccccc3F)cc2c1C(=O)O	-0.4	2.3	i
Cc1cccc(NC(=S)NC2CC3CCCC(C2)N3CC(C)C)c1C (stereo not given)	-1.1	0.25	i
COc1ccc(C2=C/C(=C\c3ccc(OC(C)=O)cc3)C(=O)O2)cc1	-2.3	1.7	i
CC(=O)c1nn(-c2cccc(Br)c2)cc1C(=O)c1ccc(Cl)cc1	-1.5	-2	i
C=CCn1c(=O)c(C(=O)NCc2ccccc2Cl)c(O)c2ccccc21	-4.6	-0.83	-7.1*
COC(=O)CNc1c(-c2ccccc2)nc2ccc(Br)cn12	1.1	0.43	i
CC1CCc2c(sc(NC(=O)c3c([N+](=O)[O-])cnn3C)c2C(N)=O)C1 (stereo not given)	-0.9	-0.71	i

Some values from the results shown:
COC(=O)CNc1c(-c2ccccc2)nc2ccc(Br)cn12 in STK33 kinase inh: 1.1
CCC1=C(OC(=O)N(CC)CC)N2C(=O)OC(=NCC3CC3)[C@]2(Cc2ccccc2)[C@H]2C1=CC[C@H]1C(=O)N(CC(=O)OC)C(=O)[C@H]12 in Kir21 block: -0.01

Records listed above that bear a hit mark in KCNQ2 block.
SMILES	STK33 kinase inh	Kir21 block	KCNQ2 block
C=CCn1c(=O)c(C(=O)NCc2ccccc2Cl)c(O)c2ccccc21	-4.6	-0.83	-7.1*

Remaining list, next part.
SMILES	STK33 kinase inh	Kir21 block	KCNQ2 block
O=C(Nc1nc2nccc(-c3ccccc3)n2n1)c1ccccc1	2.2	0.49	i
O=C1C(Cc2ccccc2)S/C(=N/N=C/c2ccco2)N1c1ccccc1 (stereo not given)	-1.6	0.15	i
COc1cc(/C=C2\C(=N)N3N=C(C(C)C)SC3=NC2=O)ccc1OCCOc1ccc(NC(C)=O)cc1	-1.0	0.36	i
CN(CC(=O)NCCc1ccccc1)S(=O)(=O)c1cccc2nsnc12	-1.1	-0.27	i
CCCn1ncc2c(Nc3ccc(C)c(C)c3)ncnc21	2.1	-0.03	i
Cc1ccc(OCCCN2CCCC2)c(C)c1	-1.2	-0.14	i
CC(C)CNC(=O)C1Nc2ccc(C(F)(F)F)cc2C2C=CCC12 (stereo not given)	1.0	0.31	i
COC(=O)N1CCN(S(=O)(=O)c2ccc(F)cc2)CC1	-0.1	0.85	i
CCOC(=O)c1c(C(=O)OCC)c(C)n(CCc2ccccc2)c1C	-1.5	-1.6	-5.8*
CC[C@@H](C)[C@H](NC(=O)C1CCN(C(=O)[C@@H](NS(=O)(=O)c2ccc(C)cc2)C(C)C)CC1)C(=O)O	-1.3	0.04	i
C=CCOc1ccc(C2C(C#N)=C(N)N(Nc3ccccc3)C3=C2C(=O)CCC3)cc1OC (stereo not given)	-0.2	0.17	i
CSc1cccc(NC(=O)CCCOc2ccccc2)c1	-1.0	-1	i
O=C(CCl)N(c1ccccc1)C1CCS(=O)(=O)C1 (stereo not given)	-1.0	0.67	i
CCC1=C(OC(=O)N(CC)CC)N2C(=O)OC(=NCc3ccccc3)[C@]2(C)[C@H]2C1=CC[C@H]1C(=O)N(c3ccccc3)C(=O)[C@H]12	-1.1	-1.6	i
Cc1ccccc1-n1nc(C)c2cc(C(=O)NCc3cccnc3)sc21	-0.5	-1.6	i
COc1cc(/C=C(\C#N)C(=O)NC2CCCCC2)ccc1OCc1ccc(C(=O)O)cc1	3.0	-1.7	i
O=c1[nH]c(CSc2nc3ccccc3o2)nc2c1cnn2-c1ccccc1	-0.2	-2	i
COc1ccc(NC(=O)CN(C)Cc2c(F)cccc2Cl)cc1S(=O)(=O)N1CCCCC1	-0.9	-0.39	i
CNc1cc(C)c(C#N)c2nc3ccccc3n12	-0.5	-0.62	i
Cc1ccccc1CC1(CO)CCCN(C(=O)CCCN2CCCCC2=O)C1 (stereo not given)	-0.5	-2.3	i
CC(C)n1c(/C=C/c2ccccc2)nc2ccccc21	-1.0	0.11	i
Cc1ccc(NC2=CC(=O)CC(C)(C)C2)cc1F	-0.9	1.4	i
CCN(C(=O)c1ccco1)c1nnc(-c2cccnc2)s1	0.0	-1.9	i
CCC1(C)CC(CCNS(=O)(=O)c2ccc(C)cc2)(c2ccc(C)cc2)CCO1 (stereo not given)	-3.7	-1.4	i
O=C(Cn1c(=O)n(-c2ccccc2)c(=O)c2sccc21)N1CCCC1	0.9	-3.1	i
COc1ccc([N+](=O)[O-])cc1NC(=O)C(C)OC(=O)/C=C/c1ccco1 (stereo not given)	-0.2	-2.2	i
Cn1c(=O)oc2cc(S(=O)(=O)NCCC(=O)N3CCN(c4ccccc4F)CC3)ccc21	-1.5	-0.19	i
C=CCc1cc(OC)ccc1OCCOCCN1CCc2ccccc2C1	-1.4	-12*	i
Cc1ccc(N(Cc2ccc(C(=O)NC3CCCCC3)cc2)S(C)(=O)=O)cc1C	6.9	0.41	i
COc1ccccc1NS(=O)(=O)c1cc(NC(=O)c2ccc(=O)[nH]c2)ccc1N1CCOCC1	-0.2	-0.5	i

One compound at a time, from the list above. Values in the order: STK33 kinase inh	Kir21 block	KCNQ2 block
Cn1c(=O)oc2cc(S(=O)(=O)NCCC(=O)N3CCN(c4ccccc4F)CC3)ccc21 across the screens: -1.5	-0.19	i
COc1ccccc1NS(=O)(=O)c1cc(NC(=O)c2ccc(=O)[nH]c2)ccc1N1CCOCC1 across the screens: -0.2	-0.5	i
CCN(C(=O)c1ccco1)c1nnc(-c2cccnc2)s1 across the screens: 0.0	-1.9	i
C=CCc1cc(OC)ccc1OCCOCCN1CCc2ccccc2C1 across the screens: -1.4	-12*	i
CCC1(C)CC(CCNS(=O)(=O)c2ccc(C)cc2)(c2ccc(C)cc2)CCO1 (stereo not given) across the screens: -3.7	-1.4	i

The listing continues:
SMILES	STK33 kinase inh	Kir21 block	KCNQ2 block
CCOC(=O)C(c1ccccc1)C(Nc1ccc(F)cc1)c1ccccn1 (stereo not given)	-0.9	-1.6	i
CN1C(=O)c2ccc(N3CCCC3)cc2C1=O	-1.0	-2.6	i
Cc1ccc(S(=O)(=O)NC(=S)NC2CCCCC2)cc1	0.2	-1	i
CCN(CC)S(=O)(=O)c1ccc(OC)c(NS(=O)(=O)c2ccc(F)cc2)c1	-0.6	-1.4	i
Cn1c(=O)c2cc(S(=O)(=O)NCCC(=O)NC3CCCCCCC3)ccc2n(C)c1=O	-0.3	-0.06	i
COc1ccc(Br)c(OC)c1C(=O)NC(=O)Nc1nc(C)cc(C)n1	-1.4	-0.29	i
CCOC(=O)c1ccc(NC(=O)N2CCN(C3CCCCC3)CC2)cc1	-0.3	0.94	i
O=C(CCCC(=O)NC1CCCC1)NC1CCCC1	-1.2	1.1	i
O=C(Nc1ccc2oc(-c3ccncc3)nc2c1)c1ccc2c(c1)OCO2	-2.2	-0.02	i
Cc1nnc(NC(=O)c2cc(S(=O)(=O)N3CCCCC3)ccc2Cl)s1	0.5	2.5	i
N=c1c(C(=O)NCCN2CCOCC2)cc2c(=O)n3ccccc3nc2n1Cc1ccc(F)cc1	-1.7	0.94	i
CCCCC(=O)NC(=S)Nc1ccc(S(=O)(=O)N2CCCC2)cc1	-0.4	-0.7	i
Cc1ccccc1Nc1nc(-c2sc(NC(=O)c3ccccc3)nc2C)cs1	-0.4	-1.7	i
O=C(c1cccc2ccccc12)N1CCN(c2ccc([N+](=O)[O-])c(NCc3ccco3)c2)CC1	-0.7	0.35	i
CCC(CCC(=O)NNC(=O)Cc1ccc([N+](=O)[O-])cc1)C(=O)O (stereo not given)	0.2	-0.44	i
CN(C)/C=C/C(=O)c1nn(-c2ccc(F)cc2)ccc1=O	-0.4	1.1	i
COc1ccc(-c2[nH]ncc2CNCCCSC)cc1F	-1.4	-0.34	i
O=[N+]([O-])c1ccc(N2CCN(S(=O)(=O)c3ccccc3)CC2)cc1NCc1cccnc1	-0.8	0.15	i
CSC(=NC#N)N1CCN(c2ccccc2)CC1	1.1	0.3	i
Cc1cc(OCCN2CCCCCC2)ccc1[N+](=O)[O-]	-2.4	-0.03	i
CSCCC(NC(=O)COc1ccccc1)C(=O)O (stereo not given)	-1.4	0.97	i
CN(C)c1cccc2c1c(NC(=O)c1ccc(F)cc1)nn2C	0.4	-0.42	i
COc1ccc(C(C)NC(=O)C2C(=O)NC3(C)CC2c2ccccc2O3)cc1 (stereo not given)	1.9	-0.4	i
O=C(COc1ccc(S(=O)(=O)N2CCOCC2)cc1)Nc1ccccc1F	-0.6	2	i
CC1CC(C)CN(S(=O)(=O)c2ccc(NC(=O)C3COc4ccccc4O3)cc2)C1 (stereo not given)	15	-0.25	i
COc1ccc(C2C3=C(OC(C)=O)c4ccccc4C3=Nc3c2c(=O)n(C)c(=O)n3C)cc1 (stereo not given)	-1.5	-1	i
COc1ccc(C)cc1NC(=O)NNS(=O)(=O)c1ccc(NC(C)=O)cc1	-0.9	-1.4	i
Cc1ccc(S(=O)(=O)c2cn(C)c3cc(N4CCN(C)CC4)c(F)cc3c2=O)c(C)c1	-0.4	-0.16	i
COC(=O)c1cc(C#N)c(Oc2ccc(F)cc2)nc1C	-2.4	-0.57	i
COCc1cc(C)nc(N2CCN(c3ccccc3)CC2)c1C#N	-3.4	0.17	i

Molecules shown so far that contain an aryl thioether with sulfur outside any ring (2):
SMILES	STK33 kinase inh	Kir21 block	KCNQ2 block
CSc1cccc(NC(=O)CCCOc2ccccc2)c1	-1.0	-1	i
O=c1[nH]c(CSc2nc3ccccc3o2)nc2c1cnn2-c1ccccc1	-0.2	-2	i

(next part)
SMILES	STK33 kinase inh	Kir21 block	KCNQ2 block
O=C(CNC(=O)C1COc2ccccc2O1)N/N=C/c1cc(Br)c(O)c(Br)c1 (stereo not given)	-0.4	0.01	i
O=C(O)CCN1C(=O)CC2(CCCCC2)C1=O	-1.2	1.2	i
O=C(NNS(=O)(=O)c1ccc(Br)cc1)NC1CCCCC1	-0.3	-1.1	i
CCOC(=O)Cc1csc(NC(=O)CCC(=O)O)n1	1.3	-0.05	i
COCC(=O)Nc1nc(-c2ccc(-c3ccccc3)cc2)cs1	-1.7	-0.07	i
N#Cc1c(NC(=O)CCC(=O)O)sc2c1CCCCC2	0.2	-0.44	i
O=C(Nc1ccc(Cl)cc1)Nn1cnc2ccccc2c1=O	0.2	0.42	i
CC(C)C(=O)Nc1cccnc1	0.1	1.6	i
CC1(C)Cc2c(sc3nc(NCCN4CCOCC4)n4ncnc4c23)CO1	0.6	-0.76	i
O=C(CN1CCC(Cc2ccccc2)CC1)Nc1ccc2c(c1)OCCO2	1.7	-2.9	i
O=C(CCC(=O)N1CCOc2ccccc21)N1CCN(c2ccccc2)CC1	-0.4	0.31	i
Cc1cc(C)n(CCOc2nonc2N)n1	0.1	0.93	i
CC(C)NCc1nnc(-c2ccc(Cl)cc2)o1	-1.1	0.02	i
COc1ccc2[nH]cc(CCNC(=O)C3CCCCC3)c2c1	0.5	-1.6	i
Cc1ccc(-c2nn(CC(=O)Nc3cccnc3)c(=O)c3ccccc23)cc1	-1.1	0.93	i
Cc1ccc2nc(N3CCN(Cc4nnnn4Cc4ccccc4)CC3)c(C#N)cc2c1	7.6	1.7	i
C=CCOC(=O)C1=C[C@@H](c2ccc(Br)cc2)[C@H](CCCO)[C@@H](OCC)O1	0.6	-1.8	i
CN(CC(=O)Nc1ccc(S(=O)(=O)N2CCCC2)cc1)Cc1cccc(Cl)c1Cl	-1.4	0.17	i
CCOc1cc(Cl)c(S(=O)(=O)NCc2cccnc2)cc1Cl	0.9	-0.2	i
COc1ccc(/C=C/C(=O)NC(C)C)cc1Br	-1.1	0.15	i
Cc1[nH]c(=O)[nH]c(=O)c1NC(=O)c1cccs1	-0.8	-0.02	i
Cc1cccc(N(CC(O)CN(C)C)S(=O)(=O)c2ccccc2)c1 (stereo not given)	-2.0	-0.52	i
COCCNC(=O)c1ccc2c(=O)n(CCOC)c(=O)[nH]c2c1	-0.2	0.3	i
CCN(Cc1ccccc1)S(=O)(=O)c1cc2[nH]c(=O)c(=O)[nH]c2cc1C	-1.8	1.6	i
Cn1c(=O)n(C)c2cc(S(=O)(=O)O)ccc21	-0.2	-0.53	i
Cc1nc(SCC(=O)c2ccccc2)c(C#N)c(-c2ccco2)c1C(=O)NCc1ccco1	-3.1	0.21	i
Cc1ccc(NC(=O)COC(=O)CNC(=O)c2ccc(Cl)cc2Cl)cc1S(=O)(=O)N1CCOCC1	-1.0	2.3	i
CCOC(=O)c1c(-c2ccccc2)csc1NC(=O)CSc1ccccc1	-0.7	0.94	-8.2*
CCOc1ccc2[nH]c(=O)c(CN(CC3CCCN3CC)C(=O)NCc3ccccc3)cc2c1 (stereo not given)	1.1	-1.6	i
Cc1cc2n(n1)C(c1ccc3c(c1)OCO3)Nc1ccccc1-2 (stereo not given)	-0.6	1.5	i
Cc1cc2cc(CCNS(C)(=O)=O)c(=O)[nH]c2cc1C	-0.8	-1.4	i
COc1ccccc1/C=C/CN1CC(C)OC(C)C1 (stereo not given)	-1.5	1.2	i
